Rac1 GTP hydrolysis: MgcRacGAP GTPase-activating activity inhibitors, confirmation, biochemical, ADP Hunter fluorescence; MgcRacGAP-stimulated Rac1 GTP hydrolysis, ADP Hunter fluorescence; higher % means a stronger effect; GST-tagged Rac1 F28L mutant substrate; one-dose inhibition, % at 30 µM; IC50 in µM for titrated hits; 0.6% of 340,000 active; AID 624330;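 active means first-screen hits whose inhibition reached a set limit at any dose in the follow-up dose series; inconclusive means inhibition above the set first-screen limit but never retested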;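 further: fluorescence reports GDP produced by GAP-driven GTP hydrolysis; strong numbers were not always called active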
West Nile virus CPE: inhibition of WNV-induced cytopathic effect – cell-based, CPE readout (AID 1621) | West Nile virus-infected cells, CPE inhibition; higher % means a stronger effect | one-dose CPE inhibition, % at 10 µM; IC50 in µM for titrated hits | 0.02% of 290,000 active; in the data active means a potency from the dose series; inconclusive means CPE inhibition mostly from about 3.7% at the one dose, without a potency; inactive means the rest, 99 in 100 with CPE inhibition below about 2.2%; further: strong numbers were not always called active
Dengue-2 NS5 capping: flavivirus cap methylation enzyme inhibition – biochemical, confirmation dose response, primary screen (AID 588689); Dengue-2 NS5 methyltransferase capping enzyme assay, biochemical; higher % means a stronger effect; 0.3% of 340,000 active; inhibition, % at 25 µM; hits with a dose series show IC50 in µM; in the data active means a potency from the dose series; inconclusive means inhibition above about 29% without an active follow-up result
SV40 large T antigen: SV40 large T antigen inhibitors, biochemical (AID 1903); SV40 large T antigen ATPase/helicase inhibition assay; higher % means a stronger effect; inhibition, % at 20 µM, or IC50 in µM where a hit was titrated; 0.39% of 310,000 active; in the data active means a potency from the dose series; inconclusive means inhibition mostly from about 32% at the one dose, without a potency; inactive means the rest, 99 in 100 with inhibition below about 32%; further: strong numbers were not always called active
NTR1 agonist: agonists of NTR1, primary screen, imaging, U2OS cells, beta-arrestin-GFP, high content (AID 493036) | 0.17% of 330,000 active | NTR1-U2OS beta-arrestin-GFP spot imaging, agonist mode | P30989 | activation, % at 20 µM;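 active means activation at or above 40% of the spot to cytoplasm intensity ratio, with at least 20 cells analyzed; inconclusive means wells under 20 cells, flagged as cytotoxic or low count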;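 further: 0% = DMSO without peptide and 100% = 100 nM NTR1 peptide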
Target sequence (P30989 whole entry, looked up): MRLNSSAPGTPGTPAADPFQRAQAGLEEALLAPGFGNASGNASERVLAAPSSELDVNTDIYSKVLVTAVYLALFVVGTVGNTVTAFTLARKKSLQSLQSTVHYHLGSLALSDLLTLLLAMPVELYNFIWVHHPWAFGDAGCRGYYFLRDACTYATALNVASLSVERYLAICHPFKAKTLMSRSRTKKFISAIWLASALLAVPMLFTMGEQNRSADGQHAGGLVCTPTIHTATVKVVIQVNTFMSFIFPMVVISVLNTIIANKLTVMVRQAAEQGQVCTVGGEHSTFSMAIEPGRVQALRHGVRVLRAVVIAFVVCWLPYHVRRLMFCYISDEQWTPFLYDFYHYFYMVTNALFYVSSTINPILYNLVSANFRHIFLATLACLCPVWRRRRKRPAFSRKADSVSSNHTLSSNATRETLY
Salmonella PhoP GFP: PhoP-dependent GFP reporter repression – Salmonella Typhimurium, primary screen (AID 1863); 0.16% of 300,000 active; S. Typhimurium PhoP-regulated promoter GFP reporter, 4 h; higher % means a stronger effect; inhibition, % at 50 µM; hits with a dose series show IC50 in µM;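 active means inhibition over 29.93%, a cutoff 3 SD above the screen mean, later confirmed by dose response; inconclusive means inhibition over 29.93% but no dose response follow-up; inactive means inhibition at most 29.93% or unconfirmed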;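 further: 0% = low Mg2+ inducing control and 100% = high Mg2+ repressing control; strong numbers were not always called active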
UTI89 phage lysis: inhibition of K1F phage lysis, E. coli UTI89, bacterial capsule biogenesis inhibitors, alamar blue (AID 488966); E. coli UTI89 K1F phage lysis, alamar blue, 2 h; higher % means a stronger effect; inhibition, % at 100 µM, or IC50 in µM where a hit was titrated; 0.02% of 340,000 active;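 active means phage lysis inhibition, versus mean bacterial control, above a set limit; inconclusive means no clear call, values can overlap the other calls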;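 further: capsule biogenesis inhibitors block K1F phage lysis so surviving cells raise fluorescence; higher fluorescence means more inhibition of phage lysis; actives were called in the ten point dose series up to 300 µM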
T cell modulator: T cell immune modulators affecting CD8 T cell-vesicle binding; 0.068% of 330,000 active; calls only at 7 µM; 2C CD8+ T cell-vesicle binding, flow cytometry; stronger effect = lower value;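 active means response, share of CD8 T cells binding vesicles, and their 90th percentile fluorescence all below set limits, cut at about 80% in these data, passing the limit was not always enough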
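Material: 2C TCR transgenic mouse naive CD8+ T cells, MACS-purified. Also added: QL9-charged Drosophila Ld/ICAM-1/B7-1 vesicles. Timing: binding 1.5 h at 37 °C. Measured by: high-throughput flow cytometry with anti-B7-1 and anti-CD8 staining. Read-out: percent CD8+ FL2 mean versus row control. Controls: Unloaded micro-vesicles (low), QL9 vesicles with 0.7% DMSO (high).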
RSV CPE inhibition: RSV antiviral activity via CPE protection, HEp-2 cells, primary 10 µM value included (AID 2391); 0.13% of 310,000 active; CPE inhibition, % at 10 µM; hits with a dose series show IC50 in µM; HEp-2 cells, RSV-induced CPE inhibition; higher % means a stronger effect; in the data active means a potency from the dose series; inconclusive means CPE inhibition mostly from about 23% at the one dose, without a potency; inactive means the rest, 99 in 100 with CPE inhibition below about 21%; further: strong numbers were not always called active
T cell modulator vesicle-bound %: also measured in T cell modulator; calls as there; double positive events, %; measured here: CD8+ vesicle-bound cell fraction;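 binding gate set so that unloaded-vesicle control wells show 10% double positive cells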
NTR1 agonist cell count 20 µM: also measured in NTR1 agonist; calls as there; cell count; measured here: cell count, cytotoxicity flag
Dengue-2 NS5 capping pilot replicate: also measured in Dengue-2 NS5 capping; calls as there; inhibition, %; measured here: pilot screen replicate inhibition
The depositor's hits bear a star; i = inactive; ? = inconclusive; . = no result given; [ ] = remark or other dose.

SMILES | Rac1 GTP hydrolysis | West Nile virus CPE | Dengue-2 NS5 capping | SV40 large T antigen | NTR1 agonist | NTR1 agonist cell count 20 µM | Salmonella PhoP GFP | UTI89 phage lysis | T cell modulator | T cell modulator vesicle-bound % | RSV CPE inhibition | others
CCOCCCn1c(SCc2ccccc2)nnc1-c1ccncc1 | 7.5% | -0.6% | 2.4% | 19.2% | 0.1 | 57 | 3.9% | 0.2% | i | 49.2 | 0.4%
C=CCn1c(COc2ccccc2)nnc1SCc1ccc(C#N)cc1 | 5.9% | -0.5% | -2.8% | -1.1% | -0.5 | 54 | -5.2% | 0.0% | i | 49.9 | 3.0%
Cc1ccc(C)c(CN2CCNC2=O)c1 | 10.2% | 0.1% | -4.0% | 8.3% | 0.5 | 63 | -2.0% | 1.6% | i | 22.1 | 2.2%
COc1ccc(CNC(=O)[C@@H]2CCCN2C(=O)[C@@H]2Cc3ccccc3CN2C(=O)OC(C)(C)C)cc1 | -8.1% | -0.6% | -14.9% | 6.7% | -0.2 | 64 | -5.4% | 0.2% | i | 37.7 | 0.7%
Cc1ccccc1N(C)C(=O)C1CCCN(c2ncnc3c2nc2n3CCCCC2)C1 (stereo not given) | -1.3% | 0.6% | -6.2% | 6.5% | -0.1 | 51 | 6.5% | 0.0% | i | 38.6 | 8.9%
CC1(C)Cc2c(cnn2-c2ccc(F)cc2)C(NC(=O)CCN2CCCCO2)C1 (stereo not given) | 7.4% | -1.4% | 0.7% | 4.6% | 0.8 | 57 | 6.1% | 0.0% | i | 16.0 | 0.9%
CCN(CC)S(=O)(=O)c1cccc(N=Nc2sc(N)nc2C)c1 | 15.2% | 0.9% | 5.3% | 15.1% | 1.7 | 96 | 4.6% | -0.1% | i | 44.1 | 11.9%
O=S(=O)(NCC1CC1)c1cccc(S(=O)(=O)N2CCCC2)c1 | -2.2% | 0.4% | -6.1% | 12.3% | -0.1 | 52 | -2.0% | -0.3% | i | 32.2 | -0.1%
CCc1nc2nc(C)c(NS(=O)(=O)c3ccc(F)cc3)c(=O)n2[nH]1 | 1.1% | 0.0% | 2.5% | 3.1% | 0.3 | 63 | -0.9% | 0.4% | i | 35.5 | 0.1%
CC1CCN(Cc2nc(-c3ccccc3)no2)CC1 | 5.9% | 0.1% | -5.0% | 4.7% | -0.4 | 74 | 5.6% | 0.4% | i | 54.8 | 3.3% | Dengue-2 NS5 capping pilot replicate=-1.8
COc1cc(/C=C/c2cc(C(=O)O)c3ccccc3n2)cc(OC)c1O | 29.5% | 0.3% | 7.3% | 25.9% | -1.7 | 72 | 2.7% | -0.1% | i | 35.7 | -0.6%
CCc1ccccc1NC(=S)NC1CC2CCC(C1)N2Cc1ccc(F)cc1 (stereo not given) | 7.8% | -1.6% | -7.9% | 6.8% | -0.6 | 46 | -1.6% | -0.1% | i | 7.9 | -2.3%
Cc1cc(NC(=O)CSc2nc3c(c(=O)n(C)c(=O)n3C)n2C(C)C)no1 | 6.3% | 0.2% | -0.7% | 14.8% | 0.6 | 63 | 9.2% | 0.1% | i | 37.5 | 1.7%
COc1cccc(CNC(=O)C2CCN(S(=O)(=O)c3cccc4cccnc34)CC2)c1 | 2.2% | . | -6.7% | 6.4% | 1.4 | 69 | 3.4% | -11.9% | i | 39.7 | 2.1%
COc1ccc(NC(=O)CSc2nc(N)c(-c3ccccc3)c(=O)[nH]2)cc1 | 9.0% | 0.0% | -2.0% | -2.9% | -1.1 | 60 | -0.4% | 4.5% | i | 4.5 | -0.1%
C=CCSc1nc2c(c(=O)[nH]1)C(c1ccccc1)C(C#N)=C(N)O2 (stereo not given) | 10.0% | 0.2% | 5.0% | 14.2% | 5.1 | 58 | 3.3% | 0.1% | i | 31.9 | 0.1%
CCOC(=O)CC1C(=O)NCCN1C(=O)COc1ccc(C(C)(C)C)cc1 (stereo not given) | 5.8% | -0.7% | -4.9% | 12.3% | -0.4 | 43 | -4.2% | 0.4% | i | 30.4 | 3.2%
Cc1c(Cl)cccc1-n1c(SCC(=O)N2CCC(C(=O)O)CC2)nc2ccccc2c1=O | 3.6% | 1.6% | 6.6% | 8.6% | -0.2 | 49 | -0.9% | 0.0% | i | 24.5 | 1.0%
CC1CCCCN1C(=O)COc1ccccc1F (stereo not given) | 7.0% | -0.2% | -13.9% | -7.8% | -0.4 | 92 | -0.5% | 0.4% | i | 34.8 | -1.3%
COc1ccccc1Nc1nc(N)nc(-c2cc3ccccc3o2)n1 | -4.6% | -0.2% | -8.9% | 13.8% | 8.0 | 52 | 5.0% | -0.6% | i | 63.4 | 2.5%
C[C@H](CO)N1C[C@H](C)[C@@H](CN(C)C(=O)Nc2ccccc2)Oc2c(NS(=O)(=O)c3ccc(F)cc3)cccc2C1=O | 3.2% | . | -8.3% | . | -1.6 | 59 | . | -0.7% | i | 9.9 | .
O=C(CSc1nnnn1C1CCCCC1)Nc1ccc(F)cc1 | 8.5% | 0.2% | . | 9.1% | 2.6 | 41 | -12.6% | 0.1% | i | 28.2 | -0.8%
Cc1ccc(NC(=O)Cc2nn(C)c(=O)c3ccccc23)cc1F | -3.0% | -0.5% | . | -1.2% | 0.3 | 65 | -10.5% | 0.2% | i | 35.2 | 1.5%
O=C(C1CC1)N1CCc2cc(S(=O)(=O)NCc3ccccc3)ccc21 | 9.2% | ? | -7.0% | 9.9% | -0.2 | 58 | 3.4% | 0.1% | i | 29.5 | -0.2%
O=C(O)c1nn(Cc2ncc(-c3cccc(Cl)c3)o2)c(=O)c2ccccc12 | 4.5% | -0.1% | -9.7% | -2.7% | -0.1 | 46 | 5.0% | -0.2% | i | 12.6 | 2.0%
CCCCCc1nnc(NC(=O)c2ccc3nc[nH]c3c2)s1 | 4.9% | . | -10.7% | . | 8.8 | 48 | . | -0.1%[50 µM] | i | 39.0 | 0.4%
C/C(=C1\SC(N2CCOCC2)=NC1=O)c1ccc(C)cc1 | 7.5% | -0.1% | -10.3% | 2.0% | 0.2 | 48 | -4.5% | 0.9% | i | 35.7 | 0.7%
C/C(=C\c1ccccc1)C(=O)Nc1ccc(S(=O)(=O)Nc2ncccn2)cc1 | 5.0% | 0.0% | -1.6% | 9.7% | 1.2 | 37 | -1.6% | 0.2% | i | 17.4 | 0.9%
CC(C)OC(=O)c1cc(-c2ccc(C=O)o2)ccc1Cl | 6.7% | -0.7% | -5.8% | 23.8% | 6.9 | 59 | 3.6% | 10.7% | i | 55.5 | ?
O=C(CCN1CCc2ccccc2C(c2ccccc2)C1)c1ccc2c(c1)OCCO2 (stereo not given) | 5.5% | -0.9% | -56.3% | 2.3% | 6.5 | 54 | 36.0% | 1.9% | i | 42.2 | -1.7%
Cc1ccc(C(=O)C(OC(=O)c2c(C)cc(=O)oc2C)c2ccccc2)cc1 (stereo not given) | 1.9% | -1.4% | -6.2% | 8.7% | 3.3 | 86 | -2.8% | -0.1% | i | 34.6 | 2.5%
c1ccc2c(c1)CCN(c1nc(CN3CCOCC3)nc3sc4c(c13)CCCC4)C2 | 0.6% | -0.4% | -8.7% | 23.8% | 7.5 | 58 | 4.9% | 10.5% | i | 11.9 | 21.0%
O=C(/C=C/c1cccc([N+](=O)[O-])c1)NCCN1C(=O)S/C(=C\c2cccnc2)C1=O | -4.1% | -0.5% | 5.8% | 11.2% | 0.3 | 53 | -5.7% | -0.1% | i | 31.3 | 7.5%
COc1ccc(CNC(=O)c2ccc(CS(=O)(=O)c3ccc(Br)cc3)o2)cc1 | 4.8% | -1.2% | 4.4% | . | -2.1 | 61 | . | 5.4% | i | 32.7 | 0.4%
CCc1[nH]nc2c1C1(CCOC1C)C(C#N)=C(N)O2 (stereo not given) | 3.9% | 0.3% | 2.3% | 6.2% | -1.4 | 83 | -5.3% | 0.3% | i | 20.6 | 0.7%
Cc1cccc(N(C)c2ncnc3onc(-c4ccc(F)cc4)c23)c1C | 2.6% | 1.5% | 0.0% | 22.2% | 4.1 | 84 | 1.9% | 0.0% | i | 11.2 | 0.9%
CCN(C(=O)CCS(=O)(=O)c1cccc2nonc12)c1ccc(F)cc1 | 1.1% | -1.2% | 0.0% | 19.1% | -1.6 | 54 | 10.2% | 0.2% | i | 45.7 | 2.2%
COc1ccc(C)cc1NC(=O)CC(O)(C(F)(F)F)C(F)(F)F | 1.7% | -0.3% | -3.1% | 1.0% | -1.0 | 86 | 0.3% | 0.3% | i | 50.5 | 0.9% | Dengue-2 NS5 capping pilot replicate=-6.1
CC(C(N)=O)N1C(=O)NC2(CCCc3ccccc32)C1=O (stereo not given) | 8.9% | -0.5% | -4.5% | 6.0% | 0.5 | 60 | -0.9% | 0.5% | i | 36.6 | 1.5%
CCCc1nc(SCc2ccc(Cl)cc2Cl)n[nH]1 | 12.3% | -0.4% | -5.2% | 3.2% | 1.1 | 80 | -5.8% | -0.1% | i | 41.1 | 14.6%
CCC(Sc1nc2sc(C(=O)OC)c(C)c2c(=O)n1N)C(=O)N(CC)CC (stereo not given) | -1.6% | -0.8% | 2.7% | 2.9% | 3.7 | 77 | -10.4% | -0.1% | i | 29.2 | 2.1% | Dengue-2 NS5 capping pilot replicate=1.2
COc1ccc([N+](=O)[O-])cc1NC(=O)COC(=O)c1ccccc1O | 11.7% | -0.2% | 5.2% | 2.3% | -0.7 | 63 | -6.4% | 0.2% | i | 36.7 | 1.7%
CCOC(=O)c1c(NC(=O)Cc2cccs2)sc(C(=O)N2CCCCC2)c1C | 7.7% | -0.5% | 1.1% | 11.9% | 4.2 | 39 | -3.9% | -0.1% | i | 11.5 | -2.2%
O=C(Nc1ccc(F)cc1)c1nc[nH]c1C(=O)Nc1ccccc1[N+](=O)[O-] | 8.9% | 10.6% | -3.2% | 15.0% | . | . | -13.9% | 2.1%[50 µM] | i | 27.4 | 0.1%

Screening data from PubChem BioAssay.

An unsorted share of the library. About 1.5% of those tested had a hit in this group.
